Screening results as filed in PubChem.
ER stress death = protection against thapsigargin ER stress killing – CSM14.1 cells, ATP luminescence, primary screen. CSM14.1 thapsigargin ER stress survival. relative survival (cellular ATP), % at 15 µg/mL (by protocol). 48,000 compounds, 0.33% hits. AID 1010, 2008;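 active means survival measured by cellular ATP above 50% at 15 µg/ml in the first screen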;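 further: cell death triggered by about 15 µM thapsigargin; ATP read 24 h after thapsigargin was added; plate controls were thapsigargin with DMSO for no effect and DMSO without thapsigargin for full effect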
* = called active by the depositor.

SMILES	ER stress death
CCC(=Nc1cc(Cl)ccc1O)c1c(C(F)(F)F)[nH]n(-c2nc3ccccc3s2)c1=O	8
O=C(Nc1nccs1)C1(c2ccccc2)CC1(Cl)Cl (stereo not drawn)	2
COc1cc(/C=C2\SC(=S)NC2=O)ccc1Oc1ccc([N+](=O)[O-])cn1	0
O=P(O)(c1ccc(Cl)cc1)c1ccc(Cl)cc1	1
COc1ccc(C(=O)NCCOc2ccccc2)c(OC)c1OC	13
COc1ccc(C(=O)N/C(=C\c2ccc(-c3cccc([N+](=O)[O-])c3)o2)C(=O)NCc2ccco2)cc1	0
O=C1c2ccc(-c3nc4ccccc4c(=O)o3)cc2C(=O)N1C1CCCCC1	3
CN(C)c1ccc(C(NC(=O)Cc2ccccc2)c2c(O)ccc3ccccc23)cc1 (stereo not drawn)	12
CN(C)c1ccc(/C=N/NC(=O)C(=O)N/N=C/c2ccc(N(C)C)cc2)cc1	4
CCCOC(=O)C1=C(C)NC(=O)NC1c1ccccc1Cl (stereo not drawn)	2
COC(=O)c1cc(S(=O)(=O)Nc2ccc(NC(=O)c3ccccc3)cc2)ccc1Cl	5
Cc1c(Cl)cccc1NC(=O)/C(C#N)=C/c1ccc(C(=O)O)cc1	5
COc1ccccc1C/C(N)=N/OC(=O)c1ccco1	-1
COc1ccccc1/C=C(\C)C(=O)c1c(C)cc(C)[nH]c1=O	-6
COc1ccccc1NC(=O)C(=O)NCC(C)C	12
COc1cc2ccccc2cc1C(=O)Nc1ccc(Cl)cn1	14
O=C(/C=C/c1ccc(F)cc1)NC(=S)Nc1ccccc1	-4
Clc1ccc(-c2nc3ccccc3[nH]2)c(Cl)c1	16
O=C1NC(=O)C(=Cc2ccccc2OCc2ccc(F)cc2)C(=O)N1	11
CC(=O)c1cccc(NC(=O)Nc2ccc(C)cc2)c1	14
Cc1ccccc1C(=O)NNC(=O)C(=O)NCCO	0
CCNC(=O)/C(C#N)=C/c1ccc(O)c(OCC)c1	8
O=[N+]([O-])c1ccc(Oc2ccc(S(=O)(=O)N3CCN(c4ccccc4)CC3)cc2)cc1	7
COc1cccc(NC(=O)C(=O)N/N=C/c2ccccc2OC)c1	0
O=C(Nc1cccc(C(=O)c2ccccc2)c1)c1ccc(Cl)cc1	2
O=C(CN1C(=O)C2(OCCO2)c2ccccc21)c1ccccc1	15
CC(=O)Nc1ccc(S(=O)(=O)Nn2cnnc2)cc1	1
Cc1ccc(C(=O)Nc2ccccc2C(=O)NCCCC(=O)O)cc1	-4
Fc1ccc(C2=NN(c3ccccc3)C(c3ccco3)C2)cc1 (stereo not drawn)	5
CCCC(=O)Nc1ccc(NC(=O)COc2ccc(Cl)cc2Cl)cc1	7
CN(C)CCNc1ncnc2c1cnn2-c1ccccc1	-2
COc1cc(/C=C2/SC(=S)N(C)C2=O)ccc1OC(=O)c1ccco1	8
Nn1nnnc1Nc1cccc2ccccc12	-2
CC1CN(C)C(C)CC1NCc1ccccc1 (stereo not drawn)	-2
Cc1ccc(OCC(=O)Nc2ccc(-c3nc4ncccc4o3)cc2)c(C)c1	-3
CS(=O)(=O)N1CCN(Cc2ccc(Br)cc2)CC1	-2
COCCCNC(=O)CN(c1ccc(OC)cc1OC)S(=O)(=O)c1ccc(C)cc1	10
Cc1cc(C)c(C(=O)/C(=C/c2ccco2)c2ccccc2)c(=O)[nH]1	41
COc1ccccc1C(=O)Nc1nc(-c2ccccc2)c(C)s1	-3
Cc1ccc(/C(N)=N/OC(=O)COc2ccccc2C)cc1	14
O=C(c1ccccc1C(F)(F)F)N1CCOCC1	6
N/C(Cc1cccc2ccccc12)=N\OC(=O)c1ccco1	-1
COc1ccccc1NS(=O)(=O)c1ccc(Cl)c([N+](=O)[O-])c1	7
CC(C)(C)C1CCc2c(sc(NC(=O)C3CCCCC3C(=O)O)c2C(N)=O)C1 (stereo not drawn)	-2
COc1ccc(C(=O)Nc2ccc3oc(-c4ccccc4Cl)nc3c2)cc1Br	11
CCCC(=O)Nc1ccc(NC(=O)c2ccccc2OC)cc1	5
O=C(CN(c1ccc(Cl)c(C(F)(F)F)c1)S(=O)(=O)c1ccccc1)N1CCOCC1	3
O=C(Cc1csc(-c2ccccc2)n1)Nc1ccc(Br)cc1	-11
CCOc1ccc(C2C3(OC(c4ccc(Cl)cc4)C24C(=O)c2ccccc2C4=O)C(=O)c2ccccc2C3=O)cc1 (stereo not drawn)	5
COc1ccc(/C=N/c2ncn[nH]2)cc1OC	14
Cc1ccc(OCC(=O)N=Nc2c(O)[nH]c(=O)[nH]c2=O)cc1	7
CC(=O)Nc1ccc(C(=O)N2CCN(c3ccc(F)cc3)CC2)cc1	10
COc1ccccc1/C=C/C(=O)c1c(-c2ccccc2)c2cc(C)ccc2[nH]c1=O	6
CCCc1c(O)nc(SCCN(CCC)CCC)n(-c2ccccc2)c1=O	9
O=C(NCCCn1ccnc1)c1ccc(Cl)cc1[N+](=O)[O-]	6
CCOc1cccc(C(=O)Nc2cc3nn(-c4ccc(C)cc4)nc3cc2C)c1	-4
CCOc1cc(/C=C2/SC(=S)N(C)C2=O)cc(Cl)c1OCCOc1ccc(Br)cc1	12
COc1cc(Br)cc(/C=C2\C(=O)NC(=O)N(c3ccc(Cl)cc3)C2=O)c1OC	2
CCOc1ccc(/C=C2/NC(=S)NC2=O)cc1	6
COc1ccc(N2C(=O)C3C(c4ccccc4C)OC4(C(=O)c5ccccc5C4=O)C3C2=O)cc1 (stereo not drawn)	2

Carrying on.
SMILES	ER stress death
CC1CCN(C(=O)c2ccc(I)cc2)CC1	-1
COc1cc(C=C2C(=O)OC(C)(C)OC2=O)cc(Br)c1O	-2
Cc1ccc2nc(NC(=S)NC(=O)c3ccco3)sc2c1	-4
O=S(=O)(c1ccc2ccccc2c1)N(CC(O)CN1CCCCC1)c1ccccc1 (stereo not drawn)	-17
O=C(COc1ccccc1)N1CCN(c2ccc([N+](=O)[O-])cc2Cl)CC1	-1
Cc1ccc(C(=O)Nc2ccccc2C(=O)Nc2ccccn2)cc1	-1
Cc1ccc(-n2c(Cc3ccccc3)nc3c(cnn3-c3ccccc3)c2=O)cc1C	7
O=C(O)CCC(=O)Nc1ccc(S(=O)(=O)N2CCCCCC2)cc1	2
O=C(N/N=C/c1cc([N+](=O)[O-])ccc1N1CCCCCC1)c1ccccn1	2
O=C(Nc1c(-c2ccccc2)nc2ccc(Cl)cn12)c1ccco1	-1
O=C(CSc1nc2ccc(Br)cc2c(=O)n1-c1ccccc1)NCc1ccco1	5
COc1cc(NC(=O)COc2ccc(Br)c(C)c2)c(OC)cc1Cl	4
CS(=O)(=O)N(CC(=O)Nc1ccccc1Cl)c1cccc(C(F)(F)F)c1	0
COc1ccc(-c2[nH]ncc2/C=N\NC(=O)c2ccccc2I)cc1	0
O=C(O)c1nn(-c2ccccc2)c(=O)c2ccccc12	-4
O=C(NC(=O)C(Cl)(Cl)Cl)Nc1ccc(Cl)c(Cl)c1	-5
COc1ccccc1C1C(C(=O)Nc2ccccc2)=C(C)NC(C)=C1C(=O)Nc1ccccc1	4
Cc1cccc(OCCCCCn2ccnc2)c1C	14
CCOc1ccc(C2=C/C(=C/c3cccs3)C(=O)O2)cc1	9
O=C(/C=C/c1cccc([N+](=O)[O-])c1)NCc1ccco1	11
O=C1C(Cl)=C(Nc2ccc(F)cc2)C(=O)N1c1ccccc1Cl	10
Cc1ccc(-c2cc(C(F)(F)F)n3ncc(C(=O)NCc4cccnc4)c3n2)cc1	4
C=CCc1cccc2cc(C(=O)Nc3ccc(C)cc3[N+](=O)[O-])c(=O)oc12	12
CN1CCN(C(=O)C(=O)Nc2ccc3c(c2)OCO3)CC1	8
CC(=O)OC12CC3CC(C1)C(=O)C(C3)C2	0
COc1cc(OC)cc(C(=O)N2CCN(Cc3ccccn3)CC2)c1	0
CCC(=O)c1ccc(N2CCN(C(=O)c3ccc(F)c(F)c3)CC2)c(F)c1	6
Cc1cc(C)c(NC(=O)C(C)Sc2ccccn2)c(C)c1 (stereo not drawn)	1
Cc1cccc(NC(=O)c2cc(Cl)ccc2Cl)n1	6
Cc1ccc(N2C(=O)CC(NCCc3ccc(Cl)cc3)C2=O)cc1 (stereo not drawn)	1
COc1ccccc1NN=c1c(=O)c2ccccc2c1=O	3
Nc1nc2ccccc2n1Cc1ccccc1	-6
CC(=O)c1ccc(N2C(=O)c3ccc4c5c(ccc(c35)C2=O)C(=O)N(c2ccc(C(C)=O)cc2)C4=O)cc1	1
C1CCc2sc3c(c2CC1)c1nnnn1c1nnnn31	-2
Cc1ccc(NC(=O)N(Cc2ccccc2)C(C)C2CC2)cc1 (stereo not drawn)	8
O=C(NC1CCCCCC1)c1cc(-c2ccco2)nc2ccccc12	2
CC(NC(=O)CN(c1cccc(C(F)(F)F)c1)S(C)(=O)=O)c1ccccc1 (stereo not drawn)	-4
COc1ccc(Br)cc1/C=C/C(=O)N1CCN(c2ccc([N+](=O)[O-])cc2)CC1	2
COc1ccccc1/C=N\N1CCN(c2ccccc2OC)CC1	2
O=C1/C(=C/c2ccc(O)cc2)SC(=S)N1Cc1ccco1	-1
c1ccc2c(c1)CC1(CCCC1)n1nnnc1-2	14
COc1ccc(CN2CCN(Cc3cc(Br)ccc3O)CC2)cc1OC	-5
CC(C)(C)c1ccc(Oc2c(C(F)(F)F)oc3cc(OCC(N)=O)ccc3c2=O)cc1	-3
COc1ccc(C(=O)NCc2ccc(S(N)(=O)=O)cc2)cc1[N+](=O)[O-]	9
CCSc1nnc(NC(=O)C(CC)c2ccccc2)s1 (stereo not drawn)	14
COc1ccc(Br)cc1CN1CCN(C2CC3CCC2C3)CC1 (stereo not drawn)	-8
CCOc1ccc(NC(=S)NC(=O)/C=C/c2ccc(OC)cc2)c([N+](=O)[O-])c1	9
O=C(Nc1cccc(Cl)c1Cl)C(O)(c1ccccc1)c1ccccc1	-4
CCOc1ccc(C(=O)Nc2cccc(OC)c2)cc1Br	-3
O=C1C(=O)N(Cc2ccccc2Cl)c2ccccc21	1
COCCCNS(=O)(=O)c1ccc(OC)cc1	0
N#C/C(=C\c1ccc(-c2cccc([N+](=O)[O-])c2)o1)C(=O)N1CCOCC1	8
CCCOC(=O)c1cccc(NC(=O)COc2cc(C)cc(C)c2)c1	0
COc1ccc(CC(=O)Nc2cccc(NC(=O)Cc3ccc(OC)cc3)c2)cc1	12
COc1ccc(Br)cc1/C=N/NC(=O)CSc1nc2ccccc2n1C	4
C=CCC1(O)CC(c2ccccc2)NC(c2ccccc2)C1C(C)C (stereo not drawn)	-5
COc1cccc(NS(=O)(=O)c2c(C)cc(C)cc2C)c1	0
O=C(O)c1ccc2c(c1)C(=O)N(c1ccc(S)cc1)C2=O	8
COc1ccc(C2SCCN2C(=O)c2cc3ccccc3oc2=O)cc1 (stereo not drawn)	10
CCOC(=O)c1sc(Nc2ccccc2)nc1-c1ccc([N+](=O)[O-])cc1	8

The list goes on:
SMILES	ER stress death
COc1ccc(C(=O)Nc2ccc(F)c([N+](=O)[O-])c2)cc1Br	-2
CCOc1cc(C=O)ccc1OC(C)C	4
COc1ccc(NC(=O)N2CCN(c3ccc([N+](=O)[O-])cc3)CC2)cc1	-1
O=C(Nc1ccc2ccccc2c1)c1cccc(NC(=O)c2cccs2)c1	5
COc1cc(CN2CCN(C(=O)c3cccc(F)c3)CC2)cc(OC)c1O	-5
Cc1ccc(-n2nc3cc(C)c(NC(=O)c4ccc(Cl)cc4Cl)cc3n2)cc1	-3
COc1ccc(NC(=O)C(NC(=O)c2ccc(C)cc2)C23CC4CC(CC(C4)C2)C3)cc1 (stereo not drawn)	3
O=c1[nH]c2ccccc2c2nc3ccccn3c12	-7
Cc1ccc(C(=O)N/C(=C/c2cccnc2)c2nc3ccccc3[nH]2)cc1	-2
COc1cc(C2C(C(=O)OCCOc3ccccc3)=C(C)NC3=C2C(=O)CCC3)ccc1OC(C)=O (stereo not drawn)	2
CCc1ccc(OCCCCCn2ccnc2)cc1	-5
CCc1ccc(C2C(C(=O)OC3CCCC3)=C(C)NC3=C2C(=O)CCC3)cc1 (stereo not drawn)	6
C=CCNC(=O)CN(c1cc(Cl)cc(Cl)c1)S(C)(=O)=O	6
COc1ccccc1N1CCN(/N=C\c2cc(Br)c(O)c(OC)c2)CC1	-16
COc1cc2c(cc1NC(=O)C/C(C)=N/NC(=O)c1ccoc1C)oc1ccccc12	0
CCOC(=O)c1c(NC(=O)C2C3CCC(O3)C2C(=O)O)sc2c1CCC(CC)C2 (stereo not drawn)	-2
COc1cc(/C=C2\C(=O)NC(=O)N(c3ccc(F)cc3)C2=O)cc(I)c1O	0
C/C(=N/N1CCN(Cc2ccccc2)CC1)c1ccc(Cl)cc1	10
COc1ccccc1NCC(=O)N/N=C\c1c(F)cccc1Cl	-2

Only part of the results is shown, so the mix of outcomes need not match the whole.
